Gli-Sufu antag: Gli-Sufu pathway antagonism. hit rate 0.74% among 340,000. inhibition, % at 5 µM. Sufu-KO-LIGHT fibroblasts, Gli luciferase reporter luminescence;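 active = inhibition above about 55%, limit read from the data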;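 also: 0% = DMSO-treated cells and 100% = wells with medium but no cells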
EBI2 antag: EBI2 (human) antagonism; AID 651636; hit rate 0.81% among 360,000; EBI2 beta-arrestin recruitment, luminescence, 7a,25-OHC stimulated; inhibition, % at 5 µM; P32249; in the data active = inhibition above about 38%;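 also: enzyme fragment complementation signal reports receptor beta-arrestin coupling in cells; 0% = agonist plus DMSO wells and 100% = wells without agonist; some results beyond the cut were filed as inactive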
Target sequence (P32249 whole entry, looked up, the tested form may be a part): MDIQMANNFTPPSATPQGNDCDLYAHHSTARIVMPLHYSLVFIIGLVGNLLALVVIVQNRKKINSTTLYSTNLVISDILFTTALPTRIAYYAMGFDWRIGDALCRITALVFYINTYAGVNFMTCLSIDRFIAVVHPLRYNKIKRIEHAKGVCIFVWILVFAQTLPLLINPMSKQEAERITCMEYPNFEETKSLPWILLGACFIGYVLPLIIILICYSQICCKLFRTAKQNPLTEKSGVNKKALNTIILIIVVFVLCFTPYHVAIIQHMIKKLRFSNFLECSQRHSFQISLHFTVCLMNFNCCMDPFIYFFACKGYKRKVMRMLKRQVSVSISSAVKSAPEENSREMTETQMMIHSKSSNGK
CXCR6 inh: CXCR6 (human) receptor inhibition. O00574. CHO-K1 PathHunter CXCR6 beta-arrestin, luminescence. inhibition, % at 20 µM. hit rate 0.36% among 360,000. AID 602244; in the data active = inhibition above about 34%, passing the limit was not always enough;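 also: antagonist mode with CXCL16 agonist at 10 nM final; 0% = 10 nM CXCL16 with DMSO and 100% = unstimulated wells without agonist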
ATG4B inhibitor: blocks human ATG4B protease cleavage of LC3 substrate; AID 504462; hit rate 0.51% among 340,000; Q9Y4P1; ATG4B cleavage of LC3-PLA2, NBD-HPC fluorescence, 1 h; inhibition, % at 8.33 µM; in the data active = inhibition above about 40%
APJ agonist: activates the human apelin receptor APJ | activation, % at 20 µM | hit rate 0.11% among 330,000 | P35414 | CHO-K1 APJ PathHunter beta-arrestin, luminescence; 0% DMSO wells, 100% apelin;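 active = activation more than six SD over the plate average, tested at 20 µM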;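 also: 0% = DMSO alone and 100% = apelin-13 at 10 nM; some results filed as inactive read as strong as hits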
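Material: CHO-K1 APJ beta-arrestin complementation cell line; Input: cell density 1000 per well; Incubation: compound stimulation 90 min at 25 °C, detection 60 min; Signal: luminescence from split beta-galactosidase complementation, Galacton Star/Emerald II substrate; Controls: DMSO-only wells as negative, 10 nM Apelin-13 as positive control.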
CCR6 antag: antagonists of human CCR6 receptor; AID 493098; inhibition, % at 20 µM; CHO-K1 CCR6 PathHunter beta-arrestin, luminescence, CCL20-stimulated; hit rate 0.49% among 340,000; P51684;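 active = compounds whose inhibition of the agonist-driven luminescence signal at 20 µM reaches about 50%, limit read from the data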;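 also: cells stimulated with CCL20 at 14 nM final; plate controls were DMSO with CCL20 for no effect and DMSO without agonist for full effect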
Target sequence (P51684 whole entry, looked up): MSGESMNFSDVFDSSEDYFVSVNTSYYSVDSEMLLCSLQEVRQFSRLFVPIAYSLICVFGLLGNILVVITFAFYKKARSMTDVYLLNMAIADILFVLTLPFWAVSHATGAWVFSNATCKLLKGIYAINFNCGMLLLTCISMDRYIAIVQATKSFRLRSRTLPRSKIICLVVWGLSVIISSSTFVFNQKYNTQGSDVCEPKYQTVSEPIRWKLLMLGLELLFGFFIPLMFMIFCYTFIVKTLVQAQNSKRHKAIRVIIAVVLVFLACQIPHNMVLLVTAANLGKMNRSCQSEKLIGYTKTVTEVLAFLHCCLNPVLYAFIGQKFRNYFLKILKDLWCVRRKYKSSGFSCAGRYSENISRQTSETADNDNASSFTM
APJ antag: APJ receptor antagonism | P35414 | CHO-K1 APJ beta-arrestin complementation, luminescence | inhibition, % at 20 µM | hit rate 0.32% among 330,000;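 active = inhibition above about 40% at 20 µM, limit read from the data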;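 also: cells challenged with 10 nM apelin-13 agonist together with compound; plate controls were apelin-13 plus DMSO wells for no effect and DMSO wells lacking apelin-13 for full effect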
UBC13 polyUb: human UBC13 polyubiquitination inhibition | P61088 | hit rate 0.47% among 330,000 | inhibition, % at 20 µM | UBC13 polyubiquitin chain formation, TR-FRET; in the data active = inhibition above about 45%, passing the limit was not always enough
Target sequence (P61088 whole entry, looked up): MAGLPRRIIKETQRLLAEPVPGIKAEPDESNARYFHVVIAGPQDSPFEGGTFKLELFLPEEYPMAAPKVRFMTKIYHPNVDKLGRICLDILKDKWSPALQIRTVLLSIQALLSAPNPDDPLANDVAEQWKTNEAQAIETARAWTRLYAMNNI
* hit, by the source's call; . = not tested or not shown.

SMILES	Gli-Sufu antag	EBI2 antag	CXCR6 inh	ATG4B inhibitor	APJ agonist	CCR6 antag	APJ antag	UBC13 polyUb
CN(Cc1ccc(OC(F)F)cc1)C(=O)c1ccc2c(=O)n3c(nc2c1)CCC3	31	-18	0	-4	6	0	7	-3
Oc1c(N=NC(=S)Nc2ccccc2F)c2ccccc2n1Cc1ccccc1F	18	4	7	-4	-2	7	-32	-19
Cc1ccc(S(=O)(=O)Nc2ccc(NC(=O)CN3CCCCC3)c(Cl)c2)cc1	-5	5	-1	-18	2	9	-2	-14
COc1ccc(CNC(=O)CN(c2ccc(C(C)C)cc2)S(=O)(=O)c2c(C)noc2C)cc1	6	15	1	-1	-3	7	19	-7
COc1ccc2c(c1)S(=O)(=O)c1ccccc1N2	-1	0	-4	-3	2	9	-1	-4
Cc1cccc2cc(C#N)c(NCCNC(=O)COc3ccccc3)nc12	-23	0	-4	-4	-2	-8	1	18
CCN(c1ccccc1)S(=O)(=O)c1ccc(C(=O)N(C)Cc2cccs2)cc1	1	15	0	-2	-2	12	-3	0
O=C(NCc1ccc(C(=O)O)cc1)OCc1ccccc1	4	-2	12	2	-1	-6	-24	-5
Cc1nnc(SCC(=O)NC2CCCCC2)s1	-12	-13	5	-3	-4	7	15	-3
O=C(Nc1ccc(Cl)cc1F)C1CCN(S(=O)(=O)c2cccnc2)CC1	7	0	3	1	0	19	6	7
CCCCNC(=O)CN1C(=O)NC(Cc2ccccc2)(Cc2ccccc2)C1=O	6	-7	-6	-1	-2	11	-8	1
CN(CC(=O)Nc1ccc(F)cc1)CC(=O)N1CCc2ccccc21	-1	-4	2	-5	-4	-15	14	3
Cc1cc2c(Nc3ccc(C(=O)O)cc3)ncnc2s1	-19	-20	-7	1	0	0	14	-4
CN1CCN(/C(=N\S(=O)(=O)c2ccc(F)cc2)c2ccccc2)CC1	-7	4	-7	6	-7	-21	2	1
CCO[C@H]1OC(C(=O)NC2CC2)=C[C@@H](c2ccc(C(F)(F)F)cc2)[C@@H]1CCCO	0	-12	3	-4	-3	-3	-7	7

Complete entries as entered above. Order of screens: Gli-Sufu antag | EBI2 antag | CXCR6 inh | ATG4B inhibitor | APJ agonist | CCR6 antag | APJ antag | UBC13 polyUb
Shown for Oc1c(N=NC(=S)Nc2ccccc2F)c2ccccc2n1Cc1ccccc1F : 18 | 4 | 7 | -4 | -2 | 7 | -32 | -19
Shown for Cc1nnc(SCC(=O)NC2CCCCC2)s1 : -12 | -13 | 5 | -3 | -4 | 7 | 15 | -3

(further entries)
SMILES	Gli-Sufu antag	EBI2 antag	CXCR6 inh	ATG4B inhibitor	APJ agonist	CCR6 antag	APJ antag	UBC13 polyUb
CCc1onc(C)c1C(=O)O	8	-10	-2	2	0	1	-16	6
CN(c1ccc(OCC(=O)OCC(=O)Nc2c(F)c(F)c(F)c(F)c2F)cc1)S(=O)(=O)c1ccc(F)cc1	2	1	3	36	2	14	-1	0
CCOCCCNC(=O)c1ccc(CS(=O)(=O)Cc2cccc(C)c2)o1	1	-1	0	5	-2	1	17	4
COc1cc(OC)c(OC)cc1CNCCNC(=O)c1ccco1	8	4	-1	-5	3	4	-13	0
CSc1nc(O)c(C(c2ccc(O)cc2)c2c(O)nc(SC)[nH]c2=O)c(=O)[nH]1	-8	-12	-4	-1	5	-15	7	-5
CC(OC(=O)Cc1ccccc1F)C(=O)Nc1ccc(Cl)cn1 (stereo not drawn)	2	-1	-2	-1	-5	16	6	1
Cc1ccc(NC(=O)CC(=O)c2ccccc2)cc1C	-60	12	11	-1	-3	24	14	-12
O=C(Cn1nc(Cc2cccnc2)c2ccccc2c1=O)NCc1ccc2c(c1)OCO2	-19	2	5	-3	-1	1	-4	8
CCOC(=O)c1c(C)[nH]c(C)c1C(=O)COC(=O)c1ccc(S(=O)(=O)C(F)F)cc1	-8	8	3	3	-3	1	0	5
CC(=O)Cc1nsc(NC(=O)c2ccccc2)n1	0	-4	-1	4	-3	-15	4	0
COc1ccc(-c2ccc(SCC(=O)NCC3CCCO3)nn2)cc1OC (stereo not drawn)	0	4	4	-1	-1	-15	2	-3
CCn1c(NC(=O)C(C)C)c(-c2cccs2)c(=O)c2ccccc21	1	6	-10	-10	-1	-4	2	6
CC1=C(C(=O)N2CCN(c3cc(C)ccc3C)CC2)C2(CCCCC2)OC1=O	6	1	9	-9	-4	11	11	-1
CCN(CC(=O)NCc1ccc(Cl)cc1)C(=O)CSCC(=O)Nc1ccc(C)cc1	-1	9	-4	-5	2	2	11	4
CCOc1ccccc1NS(=O)(=O)c1cccc2nsnc12	1	-2	16	-9	-6	9	-1	-4
CCOC(=O)/C(C#N)=N\Nc1ccc(S(=O)(=O)Nc2nc(C)cc(C)n2)cc1	-5	-9	3	3	-2	-9	16	-2
CCCCc1n[nH]c2c1/C(=N/O)CC(c1ccccc1)C2 (stereo not drawn)	8	10	12	22	-3	13	12	9
CN1CCCN(C(=O)CC(c2ccccc2)c2ccccc2)CC1	6	0	-2	-11	-1	0	16	5
COc1cc(C[C@@H](C)[C@@H](C)Cc2ccc(O)c(OC)c2)ccc1O	-1	-4	-7	-10	-2	4	3	18
O=C(CC1C(=O)NCCN1C(=O)c1ccc(Cl)cc1)Nc1ccc(F)cc1 (stereo not drawn)	-7	0	-3	3	-4	0	7	-2
CC(C)c1ccc(/C=C/C(=O)NCCCc2ccccc2)cc1	-5	14	0	0	-1	14	-11	2
COc1ccc(Cc2nnc(NC(=O)c3ccc(OC(C)=O)cc3)s2)cc1OC	8	7	-2	2	-1	0	-1	-2
COc1ccccc1NC(=O)Cc1nnc(SCC(=O)c2ccc(F)cc2)n1C	15	-2	-3	-5	-1	2	-14	4
Cc1ccc(S(=O)(=O)CC(=O)Nc2nc(-c3ccccc3)cs2)cc1	-4	-4	1	-9	2	-16	2	-1
O=C(NCC(c1ccco1)N1CCOCC1)c1ccc(C(F)(F)F)cc1 (stereo not drawn)	-2	-10	4	10	0	3	29	-3
O=C(NC(=O)c1ccccc1O)c1ccc2c(c1)CCO2	-28	-11	6	-1	-5	4	-5	-2
CC(=O)c1cc(F)c(N2CCN(C(=O)C(C)(C)C)CC2)cc1C	-4	4	-9	-8	-5	-20	10	3
COc1cc(C2C(C#N)=C(N)N(Nc3ccccc3)C3=C2C(=O)CC(C)(C)C3)ccc1OCc1ccccc1 (stereo not drawn)	-1	4	8	-5	2	-14	-51	-11
Cc1cc(C)cc(N(C)S(=O)(=O)c2nnc(NC(=O)C(C)C)s2)c1	8	3	-9	10	-2	-10	-10	-1
COc1cc(/C=N/NC(=O)C(=O)/C=C2\NC3(CCCC3)Cc3ccccc32)ccc1O	23	17	12	26	-5	9	-11	-16

Arranged by value in EBI2 antag (descending): some entries from above.
Structure,EBI2 antag,CXCR6 inh,ATG4B inhibitor,APJ agonist,CCR6 antag,APJ antag,UBC13 polyUb
CC(C)c1ccc(/C=C/C(=O)NCCCc2ccccc2)cc1,14,0,0,-1,14,-11,2
CN1CCN(/C(=N\S(=O)(=O)c2ccc(F)cc2)c2ccccc2)CC1,4,-7,6,-7,-21,2,1
O=C(Nc1ccc(Cl)cc1F)C1CCN(S(=O)(=O)c2cccnc2)CC1,0,3,1,0,19,6,7
CC(OC(=O)Cc1ccccc1F)C(=O)Nc1ccc(Cl)cn1 (stereo not drawn),-1,-2,-1,-5,16,6,1
Cc1nnc(SCC(=O)NC2CCCCC2)s1,-13,5,-3,-4,7,15,-3

Additional entries:
SMILES	Gli-Sufu antag	EBI2 antag	CXCR6 inh	ATG4B inhibitor	APJ agonist	CCR6 antag	APJ antag	UBC13 polyUb
COC(=O)C1CCN(C(=O)c2ccc3nccnc3c2)CC1	-1	-3	1	-1	6	-1	-9	-3
CCOc1ccc(S(=O)(=O)N(C)CC(=O)NC2CCCC2)cc1	-2	4	6	1	3	7	-15	14
N#Cc1c2n(c3c(=O)n(CC(=O)c4ccc(Br)cc4)cnc13)CCCC2	-1	8	-10	-11	0	8	22	-1
CCCCOc1ccc(/C=N/NC(=O)C2CCCNC2=O)cc1 (stereo not drawn)	2	-13	3	0	0	3	-4	-7
COc1ccc(-c2csc3nc(C)nc(N4CCCCC4)c23)cc1OC	1	9	9	-1	-2	16	1	10
CCOC(=O)C(C)Sc1nnc(Cn2c(=O)sc3ccccc32)n1-c1ccccc1 (stereo not drawn)	-13	-9	-11	0	-3	3	16	10
COc1ccc(-c2cc(-c3nnc(COC(=O)CC4CC5CCC4C5)o3)c3ccccc3n2)cc1OC (stereo not drawn)	-19	-3	2	-10	-2	8	13	27
CC(=O)Nc1ccc(NC(=O)CN(c2ccccc2Cl)S(C)(=O)=O)cc1	-1	7	-1	5	19	12	-3	-3
CC(C)(C)NS(=O)(=O)c1ccc(NC(=O)NC2CCCCC2)cc1	-4	-8	3	5	-3	0	-16	2
O=C(COC(=O)c1c2c(nc3ccccc13)CCCCC2)c1ccc(Cl)s1	-11	-17	-2	24	-1	3	1	-5
CC(C)(C)C1CCc2c(C(=O)NNC(=O)CCC(=O)O)csc2C1 (stereo not drawn)	-6	3	-3	0	-4	-23	10	-6
Cc1ccc(NC(=O)CCS(=O)(=O)c2ccc3c(c2)NC(=O)C(C)S3)cc1Cl (stereo not drawn)	8	-7	-3	-20	3	-9	-2	12
COc1ccc(NC(=O)CN(c2ccc(OC)c(Cl)c2)S(=O)(=O)c2ccccc2)c(OC)c1	.	6	-2	3	6	16	2	-7
CCC(=O)Nc1cccc(NC(=O)c2ccc(Br)cc2)c1	-14	-6	-9	-6	-1	10	10	8
Cc1ncc([N+](=O)[O-])n1CCOC(=O)NC(Nc1ccc(F)cc1)C(Cl)(Cl)Cl (stereo not drawn)	-1	-3	-3	-13	-2	16	8	11
Cc1ccc(C2(COC(=O)C(C)C)CO2)c(OC(=O)C(C)C)c1 (stereo not drawn)	1	-4	-2	-30	-4	-3	-39	-3
Cc1ccc(CN2CCCN(C)CC2)c(C)c1	24	-3	3	-4	0	5	19	4
CC(C)C(=O)NS(=O)(=O)c1ccc(NS(C)(=O)=O)cc1	-5	1	-3	-6	-1	8	-3	-3
O=C(Oc1ccc(C(=S)N2CCOCC2)cc1Br)c1cc(Cl)ccc1Cl	5	54*	8	11	-5	37	2	2
COc1cccc(-n2c(=S)sc3c(=O)n(-c4ccccc4OC)c(=S)[nH]c32)c1	19	1	-4	-3	-6	4	-9	-15
CC(C)=CC(=O)OCC(=O)Nc1ncc(Cl)c(C)c1Cl	3	-6	8	8	-2	-13	8	-10
O=C(Nc1cccc(-n2cnnn2)c1)c1cccs1	-2	-14	2	1	0	19	3	2
CN1Cc2c(N3CCOCC3)nc(SCCC#N)c(C#N)c2CC1(C)C	-2	-13	-9	-9	-2	12	-29	3
CSc1cccc(NC(=O)C2CCN(S(=O)(=O)c3cnc[nH]3)CC2)c1	1	-10	-6	-2	-1	6	-16	-2
CCS(=O)(=O)c1ccc(Sc2nncn2C)c([N+](=O)[O-])c1	3	-14	-18	-15	4	-19	-68	1
COc1ccccc1N1CCN(C(=O)c2ccc(Cl)c(S(=O)(=O)N3CCCC3)c2)CC1	9	-1	-1	0	-3	13	15	-2
C/C(=N\NC(=O)COc1ccc(C#N)cc1)c1ccccc1OC(F)F	0	4	-9	-8	-1	-15	-3	6
Cc1cc(C(=O)OCC(=O)NCc2ccco2)c(C)n1-c1ccc(F)cc1	-13	0	5	6	-2	-23	9	-9
O=C(COC(=O)Cc1ccccc1[N+](=O)[O-])Nc1nnc(-c2ccccc2)o1	-8	-4	2	2	-5	13	-5	-17
N#Cc1cccc(C(c2nnnn2C2CCCC2)N2CCC(Cc3ccccc3)CC2)c1 (stereo not drawn)	4	18	4	-8	-2	3	-1	-4
Cc1c(-c2nc(N)nc(Nc3ccccc3F)n2)oc2ccccc12	-146	5	-10	-1	0	-11	5	-2
COc1ccccc1-c1noc(-c2ccccc2C(=O)NCC2CCCO2)n1 (stereo not drawn)	0	4	2	5	-2	-4	14	-2
CCn1c(-c2ccccc2Cl)nn(CC(=O)Nc2ccccc2C)c1=S	5	-7	-3	1	-4	-14	3	4
CC(=O)Nc1cccc(NC(=O)CCNC(=O)c2ccc(Cl)cc2)c1	0	7	0	3	-1	-4	4	0
O=C(Cn1cc([N+](=O)[O-])ccc1=O)N1CCc2ccccc2C1	5	-2	-2	1	-1	-2	1	-8
